Source: PubChem (The Scripps Research Institute Molecular Screening Center)
FBW7 act – FBW7 E3 ligase activators, primary screen, biochemical, AlphaScreen, human | F-box/WD repeat-containing protein 7 (Homo sapiens), Q969H0 | AlphaScreen FBW7–phospho-cyclin E peptide binding, activator screen | normalized activity (activation), % at 26.1 µM | hit rate 0.13% among 650,000 | AID 1259310, 2017; in the data active = normalized activity above about 1.9%;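 note: purified mutant Fbw7 with reduced substrate affinity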
Target sequence (Q969H0 whole entry, looked up): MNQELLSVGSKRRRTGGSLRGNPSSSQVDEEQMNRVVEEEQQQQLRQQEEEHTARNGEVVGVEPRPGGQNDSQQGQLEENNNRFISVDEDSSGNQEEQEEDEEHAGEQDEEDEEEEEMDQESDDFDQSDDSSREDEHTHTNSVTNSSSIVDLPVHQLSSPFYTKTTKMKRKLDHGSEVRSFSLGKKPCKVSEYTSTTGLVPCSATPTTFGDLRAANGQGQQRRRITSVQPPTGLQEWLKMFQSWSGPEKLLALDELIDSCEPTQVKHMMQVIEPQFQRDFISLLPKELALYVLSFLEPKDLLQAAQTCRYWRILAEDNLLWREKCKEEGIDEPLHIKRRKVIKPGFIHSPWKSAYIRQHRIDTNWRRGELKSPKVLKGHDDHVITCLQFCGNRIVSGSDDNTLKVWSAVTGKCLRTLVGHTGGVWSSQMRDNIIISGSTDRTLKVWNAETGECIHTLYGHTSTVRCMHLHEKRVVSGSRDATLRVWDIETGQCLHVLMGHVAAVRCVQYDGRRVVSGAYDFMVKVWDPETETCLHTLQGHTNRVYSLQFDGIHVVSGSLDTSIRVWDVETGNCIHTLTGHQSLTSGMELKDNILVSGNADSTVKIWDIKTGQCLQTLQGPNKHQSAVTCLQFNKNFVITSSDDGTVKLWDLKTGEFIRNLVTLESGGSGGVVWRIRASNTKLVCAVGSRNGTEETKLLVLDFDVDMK
MITF inh – MITF inhibitors, primary screen, biochemical, AlphaScreen, human; Microphthalmia-associated transcription factor (Homo sapiens), O75030; AlphaScreen MITF homodimerization, bead proximity signal; inhibition, % at 2.6 µM; hit rate 0.91% among 650,000; AID 1259374, 2018; in the data active = inhibition above about 50%;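 note: 0% = vehicle wells with protein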
TEAD-YAP block – TEAD-YAP interaction inhibition, primary screen, TEAD-YAP interaction inhibitor project, luminescence, HEK-TIYL cells. TEAD-Gal4/YAP UAS-luciferase luminescence. hit rate 1.4% among 640,000. inhibition, % at 9.12 µM; in the data active = inhibition above about 32%;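 note: 0% = median of test compound wells and 100% = reference inhibitor wells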
GPR151 ag – activators of human GPR151, primary screen, cell-based, PathHunter beta-arrestin, luminescence; activation, % at 11.2 µM; hit rate 1% among 650,000; AID 1508602, 2020; G-protein coupled receptor 151 (Homo sapiens), Q8TDV0; PathHunter beta-arrestin GPR151 cells; in the data active = activation above about 4.9%;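 note: 0% = median of compound wells and 100% = cells with positive control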
Target sequence (Q8TDV0 whole entry, looked up): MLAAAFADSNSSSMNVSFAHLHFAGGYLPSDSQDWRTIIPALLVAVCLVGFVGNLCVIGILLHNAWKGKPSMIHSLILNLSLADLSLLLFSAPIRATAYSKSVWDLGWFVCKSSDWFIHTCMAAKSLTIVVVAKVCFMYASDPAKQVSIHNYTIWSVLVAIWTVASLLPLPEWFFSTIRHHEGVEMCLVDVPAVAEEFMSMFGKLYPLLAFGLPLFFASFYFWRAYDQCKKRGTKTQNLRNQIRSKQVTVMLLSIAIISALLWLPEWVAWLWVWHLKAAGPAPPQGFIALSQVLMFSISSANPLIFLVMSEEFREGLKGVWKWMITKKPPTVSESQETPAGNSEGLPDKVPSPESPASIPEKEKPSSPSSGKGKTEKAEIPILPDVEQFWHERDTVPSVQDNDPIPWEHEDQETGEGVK
Active calls of the source: *.

SMILES | FBW7 act | MITF inh | TEAD-YAP block | GPR151 ag
CC1=C(C(=O)OCC2CCCCC2)C(c2cccc([N+](=O)[O-])c2)NC(=O)N1 (configuration not stated) | -0.1 | 4 | -14 | 3.6
Cc1ccc(NC(=O)CSC2=C(C#N)C(c3ccc(C(C)C)cc3)CC(=O)N2)cc1C (configuration not stated) | -0.1 | 8 | -4 | -1.4
CC(C)c1ccc(-c2csc(NC(=O)CSCC(=O)N3CCCCC3)n2)cc1 | -0.1 | -11 | -28 | 1.4
CCC(=O)N1C(=O)C(=O)c2ccccc21 | -0.1 | -1 | 3 | 0.7
CCOC(=O)C1=C(CN2CCN(Cc3ccccc3)CC2)NC(=O)NC1c1ccccc1 (configuration not stated) | -0.2 | -6 | 18 | 1.2
CCC[C@@H]1NC(=O)[C@H]2CN(C(=O)c3cc(F)c(F)cc3F)CCN2C1=O | -0.1 | -2 | 3 | -0.7
COC(=O)c1ccc(NC(=O)C(c2ccccc2)N2Cc3ccccc3C2=O)cc1 (configuration not stated) | 0.0 | 5 | -3 | 0.7
NC(=O)c1cc2ccccc2oc1=Nc1ccc(Cl)cc1 | 0.6 | 8 | 2 | -0.5
COc1ccc(C(CNC(=O)c2cccc(Br)c2)N2CCCC2)cc1 (configuration not stated) | 0.0 | 14 | 7 | -1.8
O=C1CN=C(Nc2ccc(F)cc2)N1c1ccc2c(c1)OCCO2 | 0.3 | -9 | -5 | 0.8
CCOC(=O)C1CCN(c2c(NC(C)CC)c(=O)c2=O)CC1 (configuration not stated) | -0.1 | -14 | 2 | 0.0
COc1ccccc1NC(=O)c1sc2nc(-c3ccc(F)cc3)cn2c1C | -0.5 | -11 | -23 | 0.5
O=C(NCc1ccccn1)c1c(Cl)cccc1Cl | -0.2 | -6 | -1 | -1.6
CC1CC(C)CN(C(=O)Cc2noc3ccccc23)C1 (configuration not stated) | 0.1 | 8 | 3 | 0.5
Oc1ccc(Br)cc1/C=C/c1ccc2ccccc2n1 | 0.5 | -5 | -31 | 0.7
c1ccc(Oc2ccc(Oc3ccc(Oc4ccc(Oc5ccccc5)cc4)cc3)cc2)cc1 | 0.1 | 12 | 9 | 1.5
COc1cc(OC)cc(C(=O)Nc2cccc3c2C(=O)NC3=O)c1 | -0.1 | 2 | 2 | 0.2
C=CCN(CC=C)C(=O)/C=C/c1cccc(Cl)c1 | 0.4 | 17 | -1 | 4.0
CS(=O)(=O)c1cnc(-c2cccnc2)nc1-c1cccc(C(F)(F)F)c1 | 0.1 | 1 | 2 | -1.4
O=C(C1CCCCC1)N1CCCC(c2nc(-c3cccs3)no2)C1 (configuration not stated) | -0.1 | 2 | -8 | 0.5
O=C1CC(C(=O)Nc2ccc(Cl)c(Cl)c2)C(c2ccccc2)O1 (configuration not stated) | 0.6 | 11 | 0 | 0.7
CC1=C(C(=O)N2CCCCC2)C(c2ccc(O)cc2)C2=C(CCCC2=O)N1 (configuration not stated) | -0.2 | 4 | -5 | -0.4
O=C(O)CCNS(=O)(=O)c1cccc(Br)c1 | 0.7 | 6 | 5 | -1.0
CCOC(=O)C1=C(c2ccccc2)NC(=S)NC1c1ccccc1OC (configuration not stated) | 0.0 | -3 | -3 | 0.3
COc1cccc(C(c2c(NC(C)=O)sc3c2CCCC3)N2CCOCC2)c1 (configuration not stated) | -0.1 | 9 | -2 | 1.3

As a short view, some entries already given.
SMILES | FBW7 act | MITF inh | TEAD-YAP block | GPR151 ag
COC(=O)c1ccc(NC(=O)C(c2ccccc2)N2Cc3ccccc3C2=O)cc1 (configuration not stated) | 0.0 | 5 | -3 | 0.7
NC(=O)c1cc2ccccc2oc1=Nc1ccc(Cl)cc1 | 0.6 | 8 | 2 | -0.5
COc1ccc(C(CNC(=O)c2cccc(Br)c2)N2CCCC2)cc1 (configuration not stated) | 0.0 | 14 | 7 | -1.8
O=C1CN=C(Nc2ccc(F)cc2)N1c1ccc2c(c1)OCCO2 | 0.3 | -9 | -5 | 0.8
CCOC(=O)C1CCN(c2c(NC(C)CC)c(=O)c2=O)CC1 (configuration not stated) | -0.1 | -14 | 2 | 0.0
COc1ccccc1NC(=O)c1sc2nc(-c3ccc(F)cc3)cn2c1C | -0.5 | -11 | -23 | 0.5
O=C(NCc1ccccn1)c1c(Cl)cccc1Cl | -0.2 | -6 | -1 | -1.6
CC1CC(C)CN(C(=O)Cc2noc3ccccc23)C1 (configuration not stated) | 0.1 | 8 | 3 | 0.5
Oc1ccc(Br)cc1/C=C/c1ccc2ccccc2n1 | 0.5 | -5 | -31 | 0.7
c1ccc(Oc2ccc(Oc3ccc(Oc4ccc(Oc5ccccc5)cc4)cc3)cc2)cc1 | 0.1 | 12 | 9 | 1.5
COc1cc(OC)cc(C(=O)Nc2cccc3c2C(=O)NC3=O)c1 | -0.1 | 2 | 2 | 0.2
C=CCN(CC=C)C(=O)/C=C/c1cccc(Cl)c1 | 0.4 | 17 | -1 | 4.0
CS(=O)(=O)c1cnc(-c2cccnc2)nc1-c1cccc(C(F)(F)F)c1 | 0.1 | 1 | 2 | -1.4
O=C(C1CCCCC1)N1CCCC(c2nc(-c3cccs3)no2)C1 (configuration not stated) | -0.1 | 2 | -8 | 0.5
O=C1CC(C(=O)Nc2ccc(Cl)c(Cl)c2)C(c2ccccc2)O1 (configuration not stated) | 0.6 | 11 | 0 | 0.7
CC1=C(C(=O)N2CCCCC2)C(c2ccc(O)cc2)C2=C(CCCC2=O)N1 (configuration not stated) | -0.2 | 4 | -5 | -0.4
O=C(O)CCNS(=O)(=O)c1cccc(Br)c1 | 0.7 | 6 | 5 | -1.0
CCOC(=O)C1=C(c2ccccc2)NC(=S)NC1c1ccccc1OC (configuration not stated) | 0.0 | -3 | -3 | 0.3
COc1cccc(C(c2c(NC(C)=O)sc3c2CCCC3)N2CCOCC2)c1 (configuration not stated) | -0.1 | 9 | -2 | 1.3

Back to the main list; the 2 compounds before the break are reprinted first.
SMILES | FBW7 act | MITF inh | TEAD-YAP block | GPR151 ag
CCOC(=O)C1=C(c2ccccc2)NC(=S)NC1c1ccccc1OC (configuration not stated) | 0.0 | -3 | -3 | 0.3
COc1cccc(C(c2c(NC(C)=O)sc3c2CCCC3)N2CCOCC2)c1 (configuration not stated) | -0.1 | 9 | -2 | 1.3
CCC(=O)NC(=Nc1nc(C)c2cc(C)cc(C)c2n1)NC(=O)CC | 0.1 | 15 | -8 | 0.7
Nc1nc(N2CCN(Cc3ccc4c(c3)OCO4)CC2)nc2c1ncn2C1CCCCC1 | -0.3 | 9 | 11 | 2.5
Oc1c(C(c2cccc(F)c2)N2CCC3(CC2)OCCO3)sc2ncnn12 (configuration not stated) | -0.1 | 6 | 3 | -0.3
Cc1cc(OCCn2cc(C(=S)N3CCCC3)c3ccccc32)ccc1Cl | -0.1 | 7 | -6 | 0.7
Cc1ccc(-c2noc(CNC(=O)c3ccc(Br)cc3)n2)cc1 | 0.0 | -5 | -12 | -1.2
N#CCCn1cc(/C=N/n2c(=O)[nH]c3ccccc3c2=O)c(-c2ccc(F)cc2)n1 | -0.1 | 5 | 0 | -0.6
O=C(Oc1ccc(C2CCCCC2)cc1)c1ccccc1F | 0.2 | 9 | -5 | -1.5
COc1ccccc1C1NC(c2ccccc2OC)C2C(=O)C1C(c1ccccc1OC)NC2c1ccccc1OC (configuration not stated) | -0.1 | 6 | 5 | -0.8
COc1ccc(C2C3COC(C)(C)CC3=NN2CCC#N)cc1 (configuration not stated) | 0.0 | 6 | 1 | -0.3
O=C1Nc2ccccc2S/C1=C/C(=O)c1ccccc1 | 0.2 | 18 | -16 | -1.4
CCCCc1ccc(C2=N/C(=C\c3ccc(OC)cc3)C(=O)O2)cc1 | -0.1 | -4 | -4 | 0.1
CC(=O)c1ccccc1OC(=O)CCN1C(=O)C2C3C=CC(C4CC34)C2C1=O (configuration not stated) | 0.1 | 5 | 6 | -1.2
O=C(C/C=C/c1cccc([N+](=O)[O-])c1)C1C(=O)c2ccccc2C1=O | 0.0 | -19 | -2 | -0.7
N=c1c2c3c(sc2ncn1N)CCCCC3 | -0.2 | 4 | -4 | 0.0
CCc1nc2sc3c(c2c2nnc(SCC(=O)Nc4nnc(C)s4)n12)CCCC3 | 0.4 | 15 | 20 | -1.3
CC1(C)CC(=O)/C(=C(/O)c2ccccc2)C(=NCCC(=O)O)C1 | 0.0 | 0 | 4 | -0.7
CC(=O)N1CCN(c2cc(N3CCOCC3)c(F)cc2[N+](=O)[O-])CC1C (configuration not stated) | 0.0 | 8 | 1 | -0.6
COC(=O)c1ccccc1NC(=O)C1=CC(c2ccc(C)cc2)=NS(=O)(=O)N1C | 0.0 | 13 | -5 | 1.9
NC(=O)c1ccc(-c2cc(NCc3nc4ccccc4[nH]3)nc(N)n2)cc1 | -0.1 | 4 | -5 | -0.3
O=C(c1cccs1)N1CCc2c([nH]c3ccccc23)C1c1ccc2c(c1)OCO2 (configuration not stated) | 0.0 | -5 | -4 | -1.8
Cc1cc(C)c(S(=O)(=O)Nc2cccc(-c3nc4cccnc4s3)c2C)cc1C | -0.1 | 1 | -18 | -1.4
COc1ccc(CNCc2ccc3c(c2)OCO3)c(OC)c1 | -0.3 | 6 | -6 | -0.3
C=CC[n+]1c(-c2ccccc2)csc1NC(C)(C)C | 0.2 | 20 | 12 | 1.6
CCNC(=O)N1C(=O)C2(OCCO2)c2ccccc21 | -0.3 | -6 | 2 | 0.9
Cc1ccc(NC(=O)Cc2cccs2)c(Br)c1 | 0.2 | 17 | -15 | -0.4
(cont.)
SMILES | FBW7 act | MITF inh | TEAD-YAP block | GPR151 ag
CCC(CC)=N/N=C1/NC(=O)C(CC(=O)Nc2ccc(C(=O)O)cc2)S1 (configuration not stated) | 0.1 | 21 | 3 | -1.0
O=C1CC(c2ccccc2)CC(O)=C1C=NCCC(c1ccccc1)c1ccccc1 (configuration not stated) | 0.2 | 13 | -10 | -0.6
COc1ccc(NC(=O)c2sc(SCc3ccccc3)nc2N)cc1 | -0.2 | 25 | -2 | -0.3
CCc1cc2c(NCc3ccccn3)ncnc2s1 | 0.4 | 20 | -2 | -0.2
O=C(Nc1ccc(C(F)(F)F)cc1)c1cc(S(=O)(=O)NCCc2ccccc2)ccc1F | 0.1 | 18 | 9 | 1.1
COc1ccc(C2C(C(=O)Nc3cccc(Cl)c3)c3ccccc3C(=O)N2Cc2ccc(F)cc2)cc1 (configuration not stated) | 0.1 | 3 | 1 | -1.5
Cc1cccc(-n2nc3c(c2NC(=O)c2ccc(S(=O)(=O)N4CCOCC4)cc2)CS(=O)(=O)C3)c1C | 0.0 | -4 | -1 | 1.4
CC(C)CNC(=S)NC(=O)c1ccc([N+](=O)[O-])cc1 | -0.6 | 11 | -26 | 2.1
CNC(=O)C1=C(C)NC(=S)NC1c1ccc(C)cc1 (configuration not stated) | 0.2 | 5 | 2 | -0.3
O=C(Nc1ccc(-c2nc3ncccc3o2)cc1)c1ccc([N+](=O)[O-])cc1Cl | 0.4 | 11 | -4 | -0.7
COc1ccc(-c2noc(N3CCCC(C(=O)Nc4cccc(OC)c4)C3)n2)cc1 (configuration not stated) | -0.1 | -3 | -6 | -1.8
CCCCN(C)CCCNC(=O)C1CCC(=O)N1C1CCCCC1 (configuration not stated) | -0.3 | -2 | -2 | 0.1
Cc1ccc(OCCCC(=O)Nc2sc3c(c2C#N)CCC(C)C3)cc1 (configuration not stated) | 0.0 | 16 | -4 | 0.1
COc1ccc(/C=C(\C#N)C(=O)Nc2ccc(NC(C)=O)cc2)cc1 | 0.0 | -3 | 6 | 0.5
COCCNc1ncnc2c1c(-c1ccccc1)cn2-c1cccc(Cl)c1 | -0.1 | 20 | 2 | 0.1
CN(C(=O)c1cc(S(=O)(=O)N2CCCC2)c(Cl)cc1Cl)c1ccccc1 | 0.1 | 3 | 8 | -0.6
CCc1ccccc1NC(=O)Cn1cnc2c(cnn2C)c1=O | -0.1 | -8 | 8 | 0.0
CCn1c(SCC(=O)NCc2ccc(C)cc2)nnc1-c1ccc(N)cc1 | 1.0 | 14 | 3 | 0.1
O=C(NC(=S)Nc1ccccc1)c1ccc(Br)o1 | -0.1 | -8 | -44 | -0.8
CC(=O)Oc1ccc2occ(C(=O)c3ccccc3)c2c1 | -0.1 | -2 | -55 | -2.9
Cn1c(SCC(=O)c2ccc(Cl)cc2Cl)nnc1-c1ccncc1 | 0.1 | -4 | 5 | 2.3
c1ccc(-c2nc(Nc3ccc(N4CCOCC4)cc3)c3ncn(C4CCCCC4)c3n2)cc1 | -0.3 | 32 | 0 | -0.3
Cc1noc(C)c1CCC(=O)N[C@H](Cn1nc(-c2ccc(F)c(F)c2)ccc1=O)C(C)C | 0.0 | -2 | 3 | -1.3
Cc1nc2nc(SCC(=O)NCCC3=CCCCC3)nn2c(C)c1Cc1c(F)cccc1Cl | -0.1 | 15 | 0 | -1.1
COc1ccc(-c2ccc(N3CCCC(C(=O)N4CCN(C)CC4)C3)nn2)cc1 (configuration not stated) | 0.1 | 8 | -30 | -0.8
NC(=O)C1CCN(C(=O)CCc2nc3ccccc3n2-c2ccccc2)CC1 | 0.1 | 5 | 1 | -2.4
COCCOC(=O)C1=C(C)NC(=O)NC1c1cn(-c2ccccc2)nc1-c1ccc(OC)cc1 (configuration not stated) | 0.1 | -13 | 1 | 0.9
FC(F)(F)c1ccc(Nc2cc(Nc3ccc4c(c3)OCO4)ncn2)cc1 | 0.1 | 11 | -10 | -1.0
CCOC(=O)c1c(NC(=O)CSc2nnc(CNC(=O)Cc3ccc(OC)cc3)n2-c2ccc(OCC)cc2)sc2c1CCC2 | 0.0 | 4 | 2 | -0.6
